Screening data from PubChem BioAssay.
PP1 inh: PP1-alpha (human) inhibition in PP5 counter-screen. P62136. inhibition, % at 6.7 µM. purified PP1alpha, OMFP fluorescence. 0.9% of 320,000 active;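 active means inhibition above the mean inhibition of all tested compounds plus 3 SD, computed separately for each screening campaign, cut at about 15% in these data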
PP5 inh: PP5 (human) phosphatase inhibition; P53041; purified PP5c, OMFP substrate fluorescence; inhibition, % at 6.7 µM; 0.18% of 320,000 active;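 active means inhibition above the campaign's mean inhibition across all tested compounds plus 3 SD, cut at about 9.5% in these data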;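 further: 0% = DMSO only and 100% = 100 µM cantharidin control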
Target sequence (P53041 whole entry, looked up): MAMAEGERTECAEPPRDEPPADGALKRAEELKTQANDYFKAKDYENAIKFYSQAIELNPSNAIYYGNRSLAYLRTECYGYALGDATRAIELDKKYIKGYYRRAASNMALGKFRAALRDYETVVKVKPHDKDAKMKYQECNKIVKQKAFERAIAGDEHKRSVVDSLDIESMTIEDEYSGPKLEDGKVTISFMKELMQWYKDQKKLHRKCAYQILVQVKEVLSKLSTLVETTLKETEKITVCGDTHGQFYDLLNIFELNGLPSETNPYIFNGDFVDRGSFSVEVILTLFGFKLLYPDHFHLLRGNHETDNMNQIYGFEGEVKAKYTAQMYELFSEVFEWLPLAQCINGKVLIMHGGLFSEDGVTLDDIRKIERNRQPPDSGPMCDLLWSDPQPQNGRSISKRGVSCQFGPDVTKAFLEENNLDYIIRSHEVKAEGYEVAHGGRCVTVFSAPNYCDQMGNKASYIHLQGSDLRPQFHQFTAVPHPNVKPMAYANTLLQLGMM
proCasp7 act: activates human procaspase-7, counter-screen for procaspase-3 activators; recombinant procaspase-7, Ac-DEVD-pNA absorbance 405 nm; D23A/D198A/D206A triple mutant, cannot self-cleave; scale: DMSO 0, 5 µM enzyme 100; activation, % at 8.5 µM; 0.093% of 330,000 active; AID 463210;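 active means percent activation above the screen-wide mean plus 3 SD, cut at about 25% in these data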
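Material: Procaspase-7 triple mutant (PC-7 D3A) | Quantity: 2 µM procaspase-7 mutant as dispensed | Reagent: DEVD-pNA substrate | Times: 1 h preincubation, 2 h reaction | Technique: 405 nm absorbance of p-nitroaniline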
CTSL1 counter: cathepsin L1 inhibition, PFM18AAP counter-screen; 0.49% of 300,000 active; recombinant F. hepatica cathepsin L1, Z-Leu-Arg-MCA fluorescence; AID 1906; inhibition, % at 5.96 µM;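 active means inhibition above the mean of all tested compounds plus 3 SD, set per screening campaign, cut at about 17% in these data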;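 further: 0% = plate median of test compound wells and 100% = 1 µM Z-Phe-Ala-diazomethylketone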
procasp3 activ: activators of human procaspase-3. recombinant procaspase-3 D3A, Ac-DEVD-pNA absorbance 405 nm. activation, % at 8.5 µM. 0.11% of 330,000 active;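 active means activation above the mean of all tested compounds plus 3 SD, cut at about 21% in these data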;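 further: 0% = DMSO alone and 100% = DMSO wells spiked with extra 5 µM PC-3 D3A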
Target sequence (P42574 whole entry D9A/D28A/D175A): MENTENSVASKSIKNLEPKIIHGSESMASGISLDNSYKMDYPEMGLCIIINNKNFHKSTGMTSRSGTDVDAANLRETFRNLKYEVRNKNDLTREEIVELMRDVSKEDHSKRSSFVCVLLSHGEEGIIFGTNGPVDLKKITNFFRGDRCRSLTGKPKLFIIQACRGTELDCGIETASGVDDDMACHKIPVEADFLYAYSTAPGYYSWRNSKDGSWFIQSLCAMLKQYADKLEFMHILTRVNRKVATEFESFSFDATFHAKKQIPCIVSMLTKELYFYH
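Assay system – Procaspase-3 D3A mutant, all three cleavage aspartates alanine · Controls – DMSO-only low control, 5 µM PC-3 D3A high control · Schedule – 1 h compound preincubation, 2 h substrate hydrolysis at 25 °C · Signal – 405 nm absorbance of p-nitroaniline, reads at 0 and 120 min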
GASC-1 inh: inhibitors of human GASC-1 (JMJD2C) demethylase; 0.069% of 330,000 active; AID 2099; inhibition, % at 2.35 µM; GST-JMJD2C(1-420) H3K9me3 demethylation, DELFIA europium;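 active means more than half of a compound's replicate wells show inhibition beyond 50%, single wells judged on their own value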;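 further: signal counts dimethyl H3K9 product captured on neutravidin plate; 0% = median of DMSO wells and 100% = 0.3 times that DMSO median; strong numbers were not always called active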
HCV core dimer: blocks dimerization of HCV core protein | inhibition, % at 5 µM | 0.33% of 300,000 active | TR-FRET GST/Flag-core106 dimerization, 1536-well;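 active means inhibition above the mean of all tested compounds plus 3 SD, set per screening campaign, cut at about 45% in these data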
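assay system = GST-tagged and Flag-tagged HCV core protein residues 1-106 | controls = unlabelled core106 and no-GST-core106 wells | incubation = compound-protein-antibody incubation 4 h at 22.5 °C | probe or stimulus = Eu donor and XL665 acceptor anti-tag antibodies | read-out = % inhibition based on acceptor/donor emission ratio | signal = TR-FRET 671 and 617 nm emission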
Efflux pump inh: blocks antifungal efflux pumps in multiplex yeast assay | inhibition, % at 10 µM | 0.44% of 330,000 active | AID 485275 | S. cerevisiae Candida pump triplex, Nile Red efflux;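 active means plate passing quality check with inhibition over a set limit, or well fluorescence over plate mean plus 4 SD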;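 further: Nile Red retained in pooled yeast measured as flow cytometry median fluorescence; 0% = buffer negative control and 100% = Enniatin B positive control; higher means more Nile Red kept so more efflux inhibition; some compounds called inactive have numbers as strong as hits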
TPT1 inhibitor: blocks Candida albicans tRNA 2'-phosphotransferase | 0.81% of 300,000 active | recombinant caTPT1, FP RNA substrate dephosphorylation | inhibition, % at 5 µM;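 active means inhibition above the mean of all tested compounds plus 3 SD, set per screening campaign, cut at about 24% in these data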;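 further: plate controls were DMSO alone for no effect and ferristatin control at 100 nM for full effect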
Starred values were filed as active, the others as inactive; · = not tested or not shown; & = joins results of further samples.

Compound,proCasp7 act,GASC-1 inh,TPT1 inhibitor,procasp3 activ,PP5 inh,Efflux pump inh,CTSL1 counter,HCV core dimer,PP1 inh
O=C(Cc1ccc(-n2c(=S)[nH]c3ccccc3c2=O)cc1)N1CCN(c2ccccc2)CC1,-10,3,-3,3,1.5,0.3,2,2,-4
CCCCN(CCCC)CCCNC(=O)C1CC(c2cc(C(F)(F)F)cc(C(F)(F)F)c2)=NO1 (stereo not given),6,-9,-2,12,-0.3,0.1,2,5,0
O=C(CN1CCN(S(=O)(=O)c2ccccc2)CC1)Nc1ccc2c(c1)OCO2,6,26,-3,-7,2.1,0.1,0,-1,-1
COc1ccc(CC(NC(C)=O)C(=O)NC2CCN(S(=O)(=O)c3ccccc3)CC2)cc1OC (stereo not given),-10,-9&-2,3,6,2.7,0.2,-4,-2,5
CCC1CCCCN1CCNC(=O)CNS(=O)(=O)c1ccc2nc(C)sc2c1 (stereo not given),-1,-17,-3,4,-1.1,0.0,-4,-6,-4
CC(=O)Nc1cccc(-n2nnc(SCC(=O)Nc3ccc(F)c(Cl)c3)n2)c1,0,-3,3,-2,1.2,0.1,-3,0,-3
COc1ccc(NC(=O)COC(=O)c2ccc(C)c(S(=O)(=O)N3CCCCC3)c2)cc1,5,13,·,5,0.8,-0.1,·,·,1
COc1ccc(N2C(=O)C3CCCN3C2c2ccccc2F)cc1 (stereo not given),5,0,0,2,1.7,-0.1,-3,1,-2
O=S(=O)(Nc1cccc(-c2cn3c(n2)SCC3)c1)c1ccccc1,2,1,2,-5,0.3,0.0,-2,2,-3
COc1ccccc1C(=O)Nc1nnc(-c2ccc(F)cc2)o1,-3,8,-3,4,-0.1,-0.1,0,-2,1
CC(=O)c1ccc(N2CCN(S(=O)(=O)c3csc(C(N)=O)c3)CC2)cc1,6,-2,-4,-4,2.1,-0.1,4,-1,-2
CS(=O)(=O)N1CCC(C(=O)O)CC1,8,11,-2,5,1.4,-0.1,-5,1,-4
Cc1nc(N)sc1-c1csc(NCc2ccccc2)n1,-13,-43,6,-10,-3.1,-0.2,-1,-3,0
CCOc1ccc2nc(SCC(=O)N3c4ccccc4Sc4ccccc43)c(C#N)cc2c1,4,0,23,12,-1.0,0.4,-3,-105,2
CC(=O)Nc1ccc2c(c1)C(=O)N(C1CCCCC1)C2=O,6,-20,2,1,0.7,0.0,2,-2,1
CC(C)[C@H](NS(=O)(=O)c1ccccc1)C(=O)OCn1nnc2ccccc2c1=O,-1,1,-1,7,2.8,0.0,-3,-4,4
Cc1cc(C)c2c(N)c(C(=O)NNC(=O)c3ccccc3)sc2n1,0,2,2,-4,0.7,0.0,2,-6,-2
CC(=O)N1CCN(Cc2nc3scc(-c4ccccc4)c3c(=O)[nH]2)CC1,-1,3,0,5,0.7,-0.1,4,0,-4
Cc1ccc(-c2nn(-c3ccc(F)cc3)cc2C(=O)NC2CCC(O)CC2)cc1 (stereo not given),2,-3,-2,-3,1.6,0.0,-2,-3,1
Cc1cccc(C)c1N=C1C(=O)Nc2ccccc21,-7,3,-2,-1,1.5,-0.1,5,-1,-1
CCc1nnc(NS(=O)(=O)c2ccc(NC(=S)NC(=O)c3ccncc3)cc2)s1,-10,2,-2,1,1.2,-0.2,-4,-4,-1
Cc1ccc(C(=O)NCC2CCCO2)o1 (stereo not given),-3,-9,-3,2,-1.2,-0.1,0,-2,2
CCC(C)NC(=O)C1CCN(S(=O)(=O)c2cccnc2)CC1 (stereo not given),3,5,-3,3,-1.6,0.1,0,-1,-3
CCOc1ccc(C(=O)NCc2ccccc2OC)cc1,11,-21,-5,4,-2.3,0.3,3,-2,-1
O=C(COC(=O)C1CCC1)NCCc1ccc(Cl)cc1Cl,-4,9,1,0,-0.7,0.2,-13,-7,-1
CC(C)(C)SCCNC(=O)CN(c1ccc(F)c(Cl)c1)S(C)(=O)=O,2,-2,2,5,-1.2,0.1,7,-2,-2
CCN(CC(=O)Nc1c(F)cccc1F)C(=O)c1ccc(N2CCCC2)c([N+](=O)[O-])c1,-12,0,1,11,-0.3,-0.1,8,-5,2
CC(C)[C@H](NS(=O)(=O)c1ccccc1)C(=O)OCC(=O)N1N=C(c2ccc(Cl)cc2)CC1c1ccco1 (stereo not given in full),-18,3,8,-13,4.7,-2.6,-5,40,16*
CC(=O)NNc1cc(C)nc(NS(=O)(=O)c2ccc(C)cc2)n1,9,-2,0,9,-0.8,0.0,0,2,1
Cc1ccc(CNCC(O)c2ccccc2)s1 (stereo not given),-8,-4,2,0,0.6,0.3,2,-7,-3
CCN(c1ccccc1)S(=O)(=O)c1cccc(C(=O)Nc2ccc(C)cn2)c1,-7,-5,-2,-4,3.8,0.0,-2,2,6
Cn1c(=O)oc2cc(S(=O)(=O)NCCN3CCCCCC3)ccc21,4,-3,1,17,1.8,0.0,-5,-5,-3
CN(CC(=O)NC1CCCC1)S(=O)(=O)c1cccc(Cl)c1,-2,6,·,-1,·,0.1,·,·,·
CC(NC(=O)CN1C(=O)NC(Cc2ccccc2)(Cc2ccccc2)C1=O)C12CC3CC(CC(C3)C1)C2 (stereo not given),0,-5,-5,10,5.6,-0.1,3,20,10
C[C@]12C(=O)N(c3ccc(C(F)(F)F)cc3)C(=O)N1[C@H]1c3ccccc3OC[C@@H]1[C@H]2c1ccccc1,5,-4,·,1,·,0.1,·,·,·
COc1ccc(N2CCN(C(=O)NC3CCCCC3)CC2)cc1,-10,-3,-5,-8,3.4,0.5,-2,-11,-4
Cn1cc(C(=O)C(=O)N2CCCc3ccccc32)c2ccccc21,-2,-2,1,8,-0.9,-0.1,3,4,-3
COc1ccc(C(=O)Nc2cc(Cl)ccc2OC(=O)c2ccc(OC)cc2)cc1,-3,-8,-3,-2,4.0,0.1,0,2,2
O=C(/C=C/c1ccc([N+](=O)[O-])cc1)OCC(=O)N1CCCCCC1,10,-2,·,3,·,-0.1,·,·,·
CC(=O)N1CC2(C)CN(C(C)=O)CC(C)(C1)C2O (stereo not given),6,-9,-2,-1,-4.8,0.2,11,-7,0
CCCc1nc2oc3c(OC)ncnc3c2c2c1COC(C)(C)C2,2,11,0,-1,0.1,0.0,2,4,-3
C/C(=N/NC(=O)c1ccc(Br)o1)C(C)C,0,-5,-4,3,1.4,0.0,-2,1,-2
OCC1(Cc2cccc(Cl)c2)CCCN(Cc2cnn(-c3ccccc3)c2)C1 (stereo not given),5,2,-3,5,-0.8,0.1,1,1,-2
C=CC[C@@H](CC(=O)N[C@@H](CO)Cc1ccccc1)C(=O)N[C@H](COC(=O)[C@H](CC=C)CC(=O)OC(C)(C)C)Cc1ccccc1,8,-6,·,0,·,0.6,·,·,·
O=C(CSc1nc(-c2ccccc2)cc(=O)[nH]1)Nc1ccc(Br)cc1,0,8,0,1,-4.9,0.4,2,0,-9
Cc1ccc(Nc2nc(=O)[nH]nc2C)cc1,3,-7,0,1,0.6,0.0,0,1,-1
Cc1cnn(Cc2cccnc2)c1N,2,-8,-2,1,-0.4,0.0,0,4,-2
COc1cc(O)c(CCC(=O)c2ccc(OC)c(OC)c2)c(OC)c1,-13,-5,5,-6,2.2,0.3,-2,-12,-1
CCCOc1ccc(-c2nnn(CC(=O)c3c[nH]c4ccccc34)n2)cc1,4,-1,16,1,0.9,0.0,-1,3,5
C=CCN(Cc1ccco1)S(=O)(=O)c1ccc(Cl)cc1,9,-1,-1,4,1.4,-0.1,1,25,-1
CCCCNCC(=O)Nc1sc(C)c(C)c1C(=O)OCC,2,0,-3,-9,3.3,0.1,0,0,0
Cc1ccc(NC(=O)CCN2CCN(C/C=C/c3ccccc3)CC2)cc1,7,7,3,-4,2.3,0.0,3,-2,0
CC(=O)c1cccc(NC(=O)c2cc(-c3ccc(C)cc3)on2)c1,3,-1,1,-5,2.3,0.0,-3,7,-1
Cc1ccc(NC(=O)CSc2nnc(-c3cccnc3)n2-c2ccc(C)cc2)cc1,5,0,-3,-1,0.6,0.0,5,0,0
Cc1ccc(O)c(C2=Nc3ccccc3N=C(c3cccs3)C2)c1,4,7,-1,-7,0.6,0.2,-1,-14,4

Structural class, the entries above containing an aryl methoxy group
Compound,proCasp7 act,GASC-1 inh,TPT1 inhibitor,procasp3 activ,PP5 inh,Efflux pump inh,CTSL1 counter,HCV core dimer,PP1 inh
COc1ccc(CC(NC(C)=O)C(=O)NC2CCN(S(=O)(=O)c3ccccc3)CC2)cc1OC (stereo not given),-10,-9&-2,3,6,2.7,0.2,-4,-2,5
COc1ccc(NC(=O)COC(=O)c2ccc(C)c(S(=O)(=O)N3CCCCC3)c2)cc1,5,13,·,5,0.8,-0.1,·,·,1
COc1ccc(N2C(=O)C3CCCN3C2c2ccccc2F)cc1 (stereo not given),5,0,0,2,1.7,-0.1,-3,1,-2
COc1ccccc1C(=O)Nc1nnc(-c2ccc(F)cc2)o1,-3,8,-3,4,-0.1,-0.1,0,-2,1
CCOc1ccc(C(=O)NCc2ccccc2OC)cc1,11,-21,-5,4,-2.3,0.3,3,-2,-1
COc1ccc(N2CCN(C(=O)NC3CCCCC3)CC2)cc1,-10,-3,-5,-8,3.4,0.5,-2,-11,-4
COc1ccc(C(=O)Nc2cc(Cl)ccc2OC(=O)c2ccc(OC)cc2)cc1,-3,-8,-3,-2,4.0,0.1,0,2,2
CCCc1nc2oc3c(OC)ncnc3c2c2c1COC(C)(C)C2,2,11,0,-1,0.1,0.0,2,4,-3
COc1cc(O)c(CCC(=O)c2ccc(OC)c(OC)c2)c(OC)c1,-13,-5,5,-6,2.2,0.3,-2,-12,-1
